From PubChem
Pf growth 96h: P. falciparum growth inhibition at 96 hours | P. falciparum luciferase reporter growth, 96 h | Potency, µM (doses to about 28.7 µM), for the others: at the top dose activity change, negative = inhibition, actives largely listed as inhibitors | actives 6.9% (n = 320,000) | AID 504834; further: potency means the concentration at half of the fitted maximal effect; on the % scale 0 is the no-effect control and ±100 the full control effect
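Infected RBCs, 2% Hct / 0.05% parasitemia final; luciferase-reporter P. falciparum; cpd 96 h, 37 C, 5% CO2; luciferase detection reagent; luminescence.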
Shiga toxin inh: inhibitors of Shiga toxin in Vero cells | Vero cells, Shiga toxin protein synthesis inhibition reporter | inhibition, % at 38.7 µM | actives 9.2% (n = 290,000) | AID 2315; in the data active means inhibition mostly above about 28%, no sharp cut-off; inactive means mostly below about 43%; further: 0% is about no effect
Sm TGR inh: blocks Schistosoma mansoni thioredoxin glutathione reductase | Potency, µM (series often up to 114 µM), for the others: top-dose activity change, negative = inhibition, usual class: inhibitors | Q962Y6 | purified TGR, DTNB reduction, TNB absorbance 405 nm | actives 3% (n = 360,000); further: potency means the concentration at half of the fitted maximal effect; on the % scale 0 is the no-effect control and ±100 the full control effect; nearly all actives have a fitted effect of over 60% in size
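TGR 20 nM + NADPH 100 uM (dispensed conc.), cpd preinc 15 min RT; start with NADPH (500 uM addition) then DTNB (15 mM addition). Kinetic TNB absorbance, 405 nm filter. Four-parameter Hill fit across titration.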
Pf growth 48h: inhibits P. falciparum growth in the first generation, 48 h. P. falciparum luciferase growth in erythrocytes, 48 h. Potency, µM (titrated, usually from 28.7 µM), for inactives: top-dose activity change, negative = inhibition, most hits filed as inhibitors. actives 5.9% (n = 310,000); further: potency means the concentration at half of the fitted maximal effect; on the % scale 0 is the no-effect control and ±100 the full control effect
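First compound was added to culture medium, then infected red cells at 0.1% parasitemia and 2% hematocrit (final). After incubation at 37 C under 5% CO2, luciferase detection reagent was dispensed and light output recorded.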
FBPA Giardia inh: Giardia lamblia aldolase inhibition; actives 0.71% (n = 290,000); purified Giardia FBPA; Potency, µM (series often up to 59.6 µM), for inactives: at the highest dose activity, negative = inhibition, most hits filed as inhibitors; A8B2U2; AID 2451; further: potency means the concentration at half of the fitted maximal effect; on the % scale 0 is the no-effect control and ±100 the full control effect; nearly all actives have a fitted effect of over 55% in size
Target sequence (A8B2U2 whole entry, looked up): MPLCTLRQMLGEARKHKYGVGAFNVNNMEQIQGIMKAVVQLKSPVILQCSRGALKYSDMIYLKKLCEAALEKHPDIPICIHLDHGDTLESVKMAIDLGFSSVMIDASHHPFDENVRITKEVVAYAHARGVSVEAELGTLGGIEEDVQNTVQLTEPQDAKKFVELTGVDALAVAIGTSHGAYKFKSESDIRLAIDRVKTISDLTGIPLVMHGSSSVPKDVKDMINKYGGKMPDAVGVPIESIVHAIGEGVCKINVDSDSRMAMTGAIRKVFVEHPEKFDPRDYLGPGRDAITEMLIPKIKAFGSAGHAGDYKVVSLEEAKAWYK
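40 nM FBPA preincubated 10 min at RT with compound (up to 57.5 uM final), then substrate plus GAPDH/TPI/NAD/arsenate coupling and diaphorase/resazurin added. Fluorescence read after 20 min at RT, 525/598 nm.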
CHX counter: counter-screen for Shiga toxin inhibitors: cycloheximide protein synthesis inhibition. cell reporter, cycloheximide protein synthesis inhibition counterscreen. max response, %. actives 12% (n = 300,000). AID 2314; in the data active means max response mostly above about 13%, no sharp cut-off; inactive means mostly below about 14%; further: read at 38.3 µM for the half of the compounds with a filed dose; 0% is about no effect
Active calls of the source: *; ? = inconclusive; . = not tested or not shown; [ ] = dose if it differs, or a comment. Unless noted, the call rests on the fitted dose curve; in most records, active means well fitted curve in the direction sought with a large enough effect; inconclusive means small, poorly fitted or top-dose-only effect, or another doubt; inactive means no such curve, though single readings can be large; an effect the other way counts as inactive or inconclusive.

SMILES	Pf growth 96h	Shiga toxin inh	Sm TGR inh	Pf growth 48h	FBPA Giardia inh	CHX counter
CCN(CC)c1nc(OCCNC(=O)Nc2ccccc2)nc(N(CC)CC)n1	.	-7	16%	?	23%	0
O=C(CSc1nnc(COc2ccc(F)cc2)o1)N1c2ccccc2CCc2ccccc21	?	-5	-28%	4.1µM*	-1%	8
COc1ccc(-n2c(SCC(=O)Nc3ccc(C(=O)O)cc3)nnc2-c2ccccc2)cc1OC	-5%	2	6%	16%	13%	-1
N#Cc1ccsc1NC(=O)CN1CCN(c2ccccc2O)CC1	?	-10	-11%	-12%	-13%	-2
CC1=C(C(=O)OCc2ccccc2)C(c2ccccc2Cl)NC(=O)N1CCCCCC(=O)O (stereo unspecified)	-65%	-8	2%	14%	-18%	-2
O=C(CCc1nnc(CCCCc2ccccc2)o1)NC1CCCC1	14%	25	-7%	-16%	3%	-4
COc1ccc(C)cc1S(=O)(=O)N1CCN(C(=O)c2ncoc2-c2ccc(F)cc2)CC1	-27%	-10	3%	0%	-10%	5
COc1ccc(S(=O)(=O)N(C)CC(=O)Nc2ccc(C(N)=O)cc2)cc1OC	-28%	3	11%	-3%	-2%	-8
O=C(Cc1c(F)cccc1Cl)NCCc1c[nH]c2ccccc12	-13%	2	-10%	-21%	-5%	-2
Cc1nc(C(=O)NNC(=O)c2ccc(Cl)cc2)cs1	?	17	9%	?	18µM*	15
N#Cc1nc(/C=C/c2ccccc2)oc1NCCCN1CCOCC1	19%	83*	2%	22%	-9%	33*
Cc1ccc(C)c(OCc2cc(C(=O)N3CCC(N4CCCC(O)C4)CC3)no2)c1 (stereo unspecified)	-10%	6	-22%	-24%	10%	0
CC1CC(C)CN(CCCNC(=O)c2cc3c(=O)[nH]c4ccccc4c3n2C)C1 (stereo unspecified)	-1%	18	-29%	?	7%	-10
COc1cccc(C2CC(c3cccc(Br)c3)n3nc(N)nc3N2)c1 (stereo unspecified)	-20%	-9	6%	-2%	-5%	-3
COCCn1cc(C(=O)N2CCC(C)CC2)c2c3ccccc3n(C)c2c1=O	?	6	-2%	?	6%	-6
CC(=O)c1ccc(N2CCN(C(=O)c3cc(C)on3)CC2)cc1	2%	14	2%	-12%	4%	12
O=C(Cc1c(F)cccc1Cl)Nc1ncc([N+](=O)[O-])s1	?	75*	-9%	36%[activator]	-26%	33*
CC(C)(C)OC(=O)N[C@@H](Cc1ccccc1)C(=O)N1CCC(C(=O)NCC(=O)O)CC1	21%	-1	-17%	18%	5%	-2
CCOC(=O)c1c(C)c(C(=O)OCC)n(C)c1C	-24%	-4	-4%	46%[activator]	6%	-3
Cc1ccc(-n2ccnc(SCC(=O)NC3CCCC3)c2=O)cc1Cl	0%	.	-21%	?	.	.
Cc1ccc(Cn2c(=O)cc(C(=O)O)c3ccccc32)cc1	.	-22	0%	?	?	-4
O=C(Nc1nncs1)C12CC3CC(CC(C3)C1)C2	-1%	-13	4%	-14%	6%	-6
O=C(CCC(=O)Nc1ccccc1Cl)NNC(=O)Nc1cccc([N+](=O)[O-])c1	0%	-4	-21%	?	12%	8
O=C(Nc1nc(-c2ccccn2)cs1)C1COc2ccccc2O1 (stereo unspecified)	0.37µM*	11	18%	8.3µM*	?	10
CC(=O)Nc1ccccc1NC(=O)C/C(C)=N/NC(=O)Cc1cccc2ccccc12	?	-1	-1%	?	-16%	-2

Single records (already shown). Order of values: Pf growth 96h | Shiga toxin inh | Sm TGR inh | Pf growth 48h | FBPA Giardia inh | CHX counter
`O=C(Nc1nncs1)C12CC3CC(CC(C3)C1)C2` in the list: -1% | -13 | 4% | -14% | 6% | -6
`COc1ccc(S(=O)(=O)N(C)CC(=O)Nc2ccc(C(N)=O)cc2)cc1OC` in the list: -28% | 3 | 11% | -3% | -2% | -8
`O=C(CCc1nnc(CCCCc2ccccc2)o1)NC1CCCC1` in the list: 14% | 25 | -7% | -16% | 3% | -4
`O=C(Cc1c(F)cccc1Cl)Nc1ncc([N+](=O)[O-])s1` in the list: ? | 75* | -9% | 36%[activator] | -26% | 33*
`N#Cc1ccsc1NC(=O)CN1CCN(c2ccccc2O)CC1` in the list: ? | -10 | -11% | -12% | -13% | -2

Additional structures:
SMILES	Pf growth 96h	Shiga toxin inh	Sm TGR inh	Pf growth 48h	FBPA Giardia inh	CHX counter
CCC(=O)NC(Nc1nc(C)cs1)(C(=O)OC)C(F)(F)F (stereo unspecified)	-7%	-17	?	26%	-5%	-4
COCCn1c(SCC(=O)Nc2ccc(OC)cc2)nnc1-c1ccoc1C	8%	-4	11%	17%	.	2
CN1C(=O)/C(=C/C=C2\SCCN2C)OC1=S	10%	70*	.	66%[activator]	-9%	37*
Clc1ccccc1Cn1nnc(-c2ccccc2)n1	27%	105*	.	?	5%	53*
CC(=O)N[C@H]1C(O[C@@H]2O[C@H](C[C@@H](O)[C@H]3O[C@@H](N4CCC(=O)NC4=O)[C@H](O)[C@@H]3O)[C@H](O)[C@H](O)[C@H]2NC(=O)/C=C/CCCCCCCCCCC(C)C)OC(CO)[C@@H](O)[C@@H]1O (stereo partly specified)	.	-18	.	.	6%	3
COc1cc(NC(=O)CCNS(=O)(=O)c2ccc3c(c2)CCC(=O)N3)cc(OC)c1	5%	15	-29%	5%	3%	-1
Cc1c(-n2c(SCC(=O)O)nnc2-c2ccccc2Br)c(=O)n(-c2ccccc2)n1C	-1%	-3	6%	-6%	1%	-2
Cc1cccc(NCc2ccccc2O)n1	-21%	22	-1%	?	5%	5
O=C(CNc1ccc2ccccc2c1)N/N=C/C=C/c1cccc([N+](=O)[O-])c1	?	-3	-7%	20%	2%	-4
Cc1nn(CC(=O)NC2(C#N)CCCCC2)c(C)c1[N+](=O)[O-]	-21%	.	-19%	3%	.	.
COc1ccccc1OP(=O)(Nc1ccc(Br)cc1)Oc1ccccc1OC	?	-3	1%	-18%	-6%	-1
COc1ccc(OC)c(NC(=O)CN2C(=O)NC3(CCCc4ccccc43)C2=O)c1 (stereo unspecified)	?	.	-5%	-20%	.	.
Cc1ccc(C)c(NC(=S)N/N=C/C(C)c2ccccc2)c1 (stereo unspecified)	?	-17	-10%	?	-6%	-3
O=C(Nc1nccs1)c1cccc(N2C(=O)C3C4C=CC(C4)C3C2=O)c1 (stereo unspecified)	29%	-3	-2%	9%	-1%	-4
CC(=O)Nc1ccc(S(=O)(=O)N2C(=O)c3cccc4cccc2c34)cc1	0%	-7	-10%	3%	12%	-4
CSCCNC(=O)c1ccc(OC2CCN(S(=O)(=O)N(C)C)CC2)cc1	0%	.	-15%	-2%	0%	1
CCC(=O)N1N=C2CC(C)(C)OCC2C1c1ccccc1 (stereo unspecified)	14%	-10	-7%	23%	2%	-3
CCCNC(=S)NNC(=O)c1cc(C2CC2)nc2ccccc12	1%	1	14%	?	9%	5
CSc1ccc(C(=O)C2CCCN(C(=O)CCn3cncn3)C2)cc1 (stereo unspecified)	?	-6	0%	17%	13%	7
CSc1nc(N)n2nc(-c3ccc(Cl)cc3)cc2n1	261%[activator]	86*	-4%	151%[activator]	3%	47*
CCOC(=O)c1cnn(-c2nc(SC)nc3sc4c(c23)CCC4)c1N	34%[activator]	24	-2%	19%	3%	6
CCN(CC(=O)Nc1ccc(OC)cc1)C(=O)CSCc1ccc(C)cc1	?	.	-15%	?	.	.
O=C(/C=C/c1cn(-c2ccccc2)nc1-c1ccc2c(c1)OCCO2)NCCO	?	29	2%	?	-9%	15
COC(=O)COc1ccc(S(=O)(=O)N2CCOCC2)cc1C	3%	-10	-2%	7%	2%	-1
CCn1c(SCC(=O)Nc2ccccc2F)nnc1-c1cnccn1	-3%	8	4%	11%	.	10

Only CHX counter, Pf growth 96h and Sm TGR inh, for 2 of the compounds above:
| SMILES | CHX counter | Pf growth 96h | Sm TGR inh |
| --- | --- | --- | --- |
| Cc1cccc(NCc2ccccc2O)n1 | 5 | -21% | -1% |
| O=C(CNc1ccc2ccccc2c1)N/N=C/C=C/c1cccc([N+](=O)[O-])c1 | -4 | ? | -7% |

Later entries
SMILES	Pf growth 96h	Shiga toxin inh	Sm TGR inh	Pf growth 48h	FBPA Giardia inh	CHX counter
Cc1cccnc1Nc1nc(-c2ccccc2)cs1	5%	104*	-19%	-42%	-20%	67*
O=C(O)CCCC(=O)NNC(=O)c1cccc(Br)c1	24%	14	.	0%	0%	-4
CC(=O)Nc1ccc(NC(=O)CCS(=O)(=O)c2ccc3c(c2)oc(=O)n3C)cc1	9.3µM*	-1	?	17%	.	-11
O=C(Nc1ccccc1F)C1CCCN1S(=O)(=O)c1cccc2nsnc12 (stereo unspecified)	?	-4	10%	9%	.	-5
Cc1cccc(C(=O)NC(C(=O)Nc2nc(-c3ccccn3)cs2)C(C)C)c1 (stereo unspecified)	?	5	-4%	15µM*	-12%	-1
OCC1CCN(Cc2nc(Cc3ccccc3Cl)no2)CC1	?	24	2%	2%	1%	12*
Cc1ccc(-c2csc(Cc3nc(-c4ccc5c(c4)CCC(=O)N5)cs3)n2)cc1	-4%	-12	-6%	1%	2%	-1
Cc1cc(Cl)c(OCCOCCN2CCN(C)CC2)c(Br)c1	32%[activator]	.	-3%	0%	22µM*	2
CN(C(=O)COC(=O)c1ccccc1C(=O)N1CCN(c2ccccc2)CC1)c1ccccc1	?	1	-11%	?	3%	6
C/C(CC(=O)Nc1c(C)cc(C)cc1C)=N\NC(=O)c1cnccn1	?	23	-20%	0%	-5%	50*
CCCOc1ccc(/C(O)=C2/C(=O)C(=O)N(CCN(C)C)C2c2ccc(OC)c(OC)c2)cc1 (stereo unspecified)	?	-22	6%	43%[activator]	-26%	6
N#Cc1cc2c([nH]c1=O)CCCC2	-1%	1	9%	-7%	4%	-5
Cc1ccc(S(=O)(=O)N2CCN(C(=O)c3cc4c(C)nn(-c5ccccc5)c4s3)CC2)cc1	?	0	-2%	.	-4%	-5
COc1cc(NS(=O)(=O)c2ccccc2)ccc1-n1nc(C)cc1C	-13%	-1	-18%	-2%	4%	-2
COC(=O)CC1SC(=O)NC1=Nc1ccc(OC)cc1 (stereo unspecified)	.	29	-9%	-4%	-8%	4
CCSc1nnc([C@@H](N)Cc2ccccc2)o1	-15%	-9	-2%	.	-13%	2
COc1ccc(NC(=O)CN2C(=O)CSC(C)C2=O)c(OC)c1 (stereo unspecified)	52%[activator]	-7	-10%	31%[activator]	-9%	4
CC(C#Cc1c([C@@H](C)Oc2ccccc2)nnn1Cc1ccccc1)Oc1ccccc1 (stereo partly specified)	9.3µM*	-3	7.9µM*	12µM*	-5%	9
FC(F)(F)c1cc(Cl)c2nnc(C(F)(F)Cl)n2c1	2%	-9	-1%	-7%	3%	-2
CC1CCCN(C(=O)CCl)C1 (stereo unspecified)	1.5µM*	3	?	4.7µM*	4%	-2
Cn1nccc1C(=O)N1CCc2c([nH]c3ccccc23)C1c1ccc(F)cc1 (stereo unspecified)	?	10	-10%	?	-4%	4
Nc1nc[nH]c(=O)c1N=Cc1ccccc1	1%	-5	5%	17%	-9%	-2
COc1cc(C)c(NC(=O)C2CCN(S(=O)(=O)c3cccs3)CC2)cc1OC	7%	.	?	-10%	.	.
CCOc1ccc(NC(=O)CN2C(=O)COc3ccc(Cl)cc32)cc1	-62%	1	-31%	.	-1%	-4
CC(C)NC(=O)CSc1nnc(C2CC2)n1-c1ccccc1	-14%	-4	-16%	?	0%	-1
COc1cccc(Cn2c(=O)c3ccccc3n3nc(C)cc23)c1	?	-5	12%	?	-7%	0
